SRC1 inh: inhibitors of human steroid receptor coactivator 1 (SRC1) | Q15788 | HEK293 GAL4-SRC1 luciferase reporter, luminescence | inhibition, % at 3.6 µM | hit rate 0.12% among 360,000 | AID 588354;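 active = inhibition above the campaign mean plus 3 SD, with each screening campaign given its own cutoff, cut at about 60% in these data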;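 also: 0% = DMSO treated cells and 100% = gossypol at 36 µM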
TLR9-MyD88 inh: inhibitors of human TLR9-MyD88 binding | Q9NR96+Q99836 | CHO BLA complementation TLR9-MyD88, CCF4 FRET ratio | inhibition, % at 4.98 µM | hit rate 0.21% among 340,000 | AID 504734;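 active = inhibition above the mean over all tested compounds plus 3 SD, cut at about 21% in these data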;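 also: 0% = DMSO only wells and 100% = clavulanate BLA inhibitor control wells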
Target sequence (Q99836 whole entry, looked up): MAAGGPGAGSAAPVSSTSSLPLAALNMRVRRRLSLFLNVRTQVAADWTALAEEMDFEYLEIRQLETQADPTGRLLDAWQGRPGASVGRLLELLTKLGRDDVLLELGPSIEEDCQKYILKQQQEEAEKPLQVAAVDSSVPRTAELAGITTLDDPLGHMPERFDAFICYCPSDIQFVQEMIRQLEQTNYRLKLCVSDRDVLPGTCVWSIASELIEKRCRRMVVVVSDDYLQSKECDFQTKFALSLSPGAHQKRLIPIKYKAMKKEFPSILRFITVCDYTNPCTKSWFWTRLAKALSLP
Target sequence (Q9NR96 whole entry, looked up): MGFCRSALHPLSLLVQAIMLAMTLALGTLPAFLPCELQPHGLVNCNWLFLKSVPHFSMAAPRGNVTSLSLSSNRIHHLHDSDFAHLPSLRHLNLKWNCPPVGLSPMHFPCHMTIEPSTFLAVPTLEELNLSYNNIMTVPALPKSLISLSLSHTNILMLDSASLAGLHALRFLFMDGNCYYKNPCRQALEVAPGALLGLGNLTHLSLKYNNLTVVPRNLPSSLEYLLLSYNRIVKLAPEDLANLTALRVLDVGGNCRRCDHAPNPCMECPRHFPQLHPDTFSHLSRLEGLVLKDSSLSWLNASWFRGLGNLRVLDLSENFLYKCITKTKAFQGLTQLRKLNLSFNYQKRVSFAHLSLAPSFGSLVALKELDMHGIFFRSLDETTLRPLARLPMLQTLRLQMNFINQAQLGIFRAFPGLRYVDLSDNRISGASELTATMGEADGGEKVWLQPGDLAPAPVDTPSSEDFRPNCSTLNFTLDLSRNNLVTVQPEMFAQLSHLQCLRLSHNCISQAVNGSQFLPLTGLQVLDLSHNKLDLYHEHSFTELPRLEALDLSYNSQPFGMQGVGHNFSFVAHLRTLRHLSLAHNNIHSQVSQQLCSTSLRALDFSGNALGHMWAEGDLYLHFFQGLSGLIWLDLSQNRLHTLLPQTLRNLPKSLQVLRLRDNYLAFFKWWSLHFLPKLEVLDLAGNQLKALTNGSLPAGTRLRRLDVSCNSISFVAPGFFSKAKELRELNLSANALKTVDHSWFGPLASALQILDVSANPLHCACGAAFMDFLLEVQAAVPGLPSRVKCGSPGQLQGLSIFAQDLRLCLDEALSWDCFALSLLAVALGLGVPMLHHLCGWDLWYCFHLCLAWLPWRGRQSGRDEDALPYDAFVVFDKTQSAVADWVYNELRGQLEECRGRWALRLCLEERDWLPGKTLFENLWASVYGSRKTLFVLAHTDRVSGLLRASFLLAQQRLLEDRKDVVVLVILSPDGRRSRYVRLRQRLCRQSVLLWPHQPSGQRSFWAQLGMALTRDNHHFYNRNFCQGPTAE
EBV LMP1 NFkB: Epstein-Barr LMP1 NF-kappaB reporter inhibition | hit rate 0.69% among 350,000 | inhibition, % at 12.5 µM | LMP1-induced NF-kappaB luciferase reporter cells, luminescence; in the data active = inhibition above about 41%;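 also: 0% = neutral control wells and 100% = reference inhibitor control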
MC4R antagonist: human MC4R antagonism in cAMP assay; P32245; inhibition, % at 6.5 µM; MC4R-expressing cells, MTII-stimulated cAMP, LANCE TR-FRET; hit rate 0.48% among 360,000; AID 540295;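 active = inhibition above its plate's cutoff, the mean of tested wells on that plate plus 3 SD, cut at about 29% in these data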;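 also: 0% = Melanotan II alone and 100% = Melanotan II plus saturating MCL0020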
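Material: human MC4R-expressing U2OS cells. Probe or stimulus: Melanotan II challenge. Dosing: 6.5 µM single dose. Times: 30-min compound, 1-h challenge, 1-h detection, room temperature. Technique: TR-FRET with Eu-cAMP and labeled anti-cAMP, 671 nm. Replication: singlicate.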
NOD2 RIPK2 PPI: inhibitors of human NOD2-RIPK2 interaction. O43353. CHO BLA complementation NOD2-RIPK2, CCF4 ratio. inhibition, % at 4.98 µM. hit rate 0.38% among 360,000. AID 624267; in the data active = inhibition above about 21%;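 also: 0% = vehicle only and 100% = reference blocker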
SRC3 inh: inhibitors of human steroid receptor coactivator 3 (SRC3). Q9Y6Q9. HEK293 GAL4-SRC3 luciferase reporter, luminescence. inhibition, % at 3.6 µM. hit rate 0.17% among 360,000. AID 588352;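 active = inhibition above a per-campaign cutoff, the mean of all compounds plus 3 SD, cut at about 60% in these data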;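 also: 0% = DMSO-treated cells and 100% = gossypol-treated cells at 36 µM; higher means less SRC3-driven luciferase light from the GAL4 reporter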
NCOA2 inhibitor: human SRC2 (NCOA2) inhibition; Q15596; HEK293 GAL4-SRC2 luciferase reporter, luminescence; inhibition, % at 9 µM; hit rate 0.17% among 370,000;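 active = inhibition above the mean inhibition of all tested compounds plus 3 SD, set per campaign, cut at about 52% in these data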;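 also: 0% = DMSO treated cells and 100% = cells given Gossypol at 36 µM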
MC4R ag barr: activates human MC4R beta-arrestin recruitment | hit rate 0.98% among 360,000 | P32245 | U2OS MC4R beta-arrestin complementation, luminescence; percent of melanotan II response, DMSO zero | AID 540308 | activation, % at 8.9 µM;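 active = activation above a per-plate cutoff, the mean activation of sample wells on that plate plus 3 SD, cut at about 8% in these data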
NR5A2 inv ag: inverse agonists of human LRH-1 (NR5A2); O00482; hit rate 0.13% among 360,000; AID 602396; HEK293T StAR-luciferase reporter, LRH-1 transfected, 24 h; inhibition, % at 3.6 µM;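 active = inhibition above the mean inhibition of all tested compounds plus 3 SD, cut at about 73% in these data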;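 also: 0% = DMSO wells and 100% = reporter-only cells lacking LRH-1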
ABHD5-PLIN5 inh: blocks binding of human ABHD5 to perilipin-5; Q00G26+Q8WTS1; Split G. princeps luciferase complementation, luminescence, 4 h; inhibition, % at 4 µM; hit rate 0.78% among 360,000; AID 602281;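 active = inhibition above the mean inhibition across every tested compound plus 3 SD, cut at about 22% in these data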;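 also: 0% = DMSO only wells and the 100% control is not disclosed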
COUP-TFII inh: inhibitors of human COUP-TFII (NR2F2) | hit rate 0.7% among 370,000 | inhibition, % at 8.6 µM | P24468 | AID 686940 | HEK293T NGFI-A luciferase reporter, luminescence;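 active = inhibition above a per-plate cutoff, mean inhibition of test wells between control levels plus 3 SD, cut at about 38% in these data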;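 also: cells cotransfected with COUP-TFII expression vector driving the NGFI-A reporter; 0% = median of COUP-TF2 test wells and 100% = reporter-only cells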
Numbers without * were called inactive; nt = not tested or not shown. Some of the compounds tested; rates above refer to the full screens.

SMILES	SRC1 inh	TLR9-MyD88 inh	EBV LMP1 NFkB	MC4R antagonist	NOD2 RIPK2 PPI	SRC3 inh	NCOA2 inhibitor	MC4R ag barr	NR5A2 inv ag	ABHD5-PLIN5 inh	COUP-TFII inh
Cc1csc(=O)n1CCC(=O)OCC(=O)Nc1ccc(F)c(F)c1F	-8	1	-1	13	-10	1	-16	1.7	-4	3	-16
O=c1c2oc3ccccc3c2ncn1Cc1ccccc1F	2	-7	-12	10	5	-12	-8	-1.3	-2	0	-10
CCc1nc(SCC(=O)Nc2ccc(OC)cc2[N+](=O)[O-])n[nH]1	10	6	-5	-4	-10	-1	2	-0.4	17	-7	8
O=C(O)CCCNS(=O)(=O)c1ccc(F)cc1	5	4	-3	-3	6	-1	-15	-2.0	3	5	1
Cc1ccc2[nH]c(=O)c(CN(Cc3cccs3)Cc3nnnn3CC3CCCO3)cc2c1 (stereo unspecified)	-6	-9	-1	8	-5	-19	-9	1.1	30	6	21
CCc1ccc(-c2nc(CSCC(=O)NC3CC3)c(C)o2)cc1	19	-9	4	1	-1	20	56*	-4.0	18	2	22
CN(C)CCN(C(=O)c1ccc2c(c1)OCCO2)c1nc2c(Cl)cccc2s1	-12	3	6	16	-17	21	5	1.1	2	1	-1
CC1(C)CCC(=O)N2CC[C@H]3C[C@H](OC(=O)Nc4ccc(Br)cc4)C[C@@H]1[C@H]32	-19	1	-8	5	-5	-13	-13	-0.9	-8	2	-3
O=C(CCc1ccccc1)NNC(=O)COc1ccc(Cl)cc1	10	6	3	1	-10	22	10	0.1	-23	7	18
CCOC(=O)/C(=C/c1ccc(N2CCC(c3ccccc3)=N2)cc1)C(C)=O	-25	-2	94*	0	-3	-17	nt	2.0	11	13	nt
COc1cc(Cl)c(C)cc1NC(=O)COC(=O)CCc1nc2ccccc2c(=O)[nH]1	-9	-8	-3	2	4	-15	17	-1.7	-3	-15	3
COc1cc(NC(=S)N2CCN(CCO)CC2)cc(OC)c1	3	-16	69*	7	6	19	6	0.8	0	-5	-4
Cc1ccccc1NC(=O)c1oc(=O)c2ccccc2c1-c1ccccc1	6	-3	-11	-3	-5	22	7	-0.8	9	3	-17
O=C(NCc1ccc2c(c1)OCO2)c1cc2n(n1)C(C(F)(F)F)CC(c1ccc3c(c1)OCO3)N2 (stereo unspecified)	-2	14	-1	1	-2	-8	-1	0.8	25	3	13
O=C(CCc1c[nH]c2ccccc12)N1CCCCCCC1	-9	8	-3	-1	5	4	-19	-2.4	-24	-5	-6
Cc1ccc(NC(=O)COc2ccc(/C=N\NC(=O)c3cccnc3)cc2)cc1C	-25	-6	-5	1	0	-27	nt	-0.3	12	-1	nt
CC(=O)Nc1ccc(NC(=O)C(C)OC(=O)CCSc2ccccc2Cl)cc1 (stereo unspecified)	25	-11	-4	-5	-16	2	-5	-1.2	17	7	3
Cn1c(=O)c2sccc2n(Cc2cccc(Br)c2)c1=O	8	-5	6	-1	2	7	8	-0.1	-25	6	3
Cc1ccc(C(=O)COC(=O)c2ccc3c(c2)C(=O)N(c2cccc4ncccc24)C3=O)cc1C	7	6	12	1	-14	-8	13	4.0	11	1	0
Oc1cccc(NC(=S)Nc2ccccc2)c1	0	-2	4	-5	7	3	-10	-2.3	8	2	4
CCN(C[C@H]1N[C@@](C)(C(=O)OC)[C@H]2C(=O)N(C)C(=O)[C@@H]12)C(=O)COc1ccccc1	7	-2	-4	8	-1	-17	-16	-1.9	-10	4	9
COc1ccc2oc(C(=O)Nc3ccc(S(=O)(=O)N(C)C4CCN(C)CC4)cc3)c(C)c2c1	23	7	-48	-4	-9	2	-7	-3.2	-3	12	9
COC(=O)CSc1nnc2n(-c3ccc(OC)cc3)c(=O)c3c4c(sc3n12)CCCCC4	-23	-1	-11	21	0	-5	8	-2.5	-4	2	9
CC(NC(=O)C1(S(=O)(=O)c2ccc(Cl)cc2)CC1)c1ccccc1 (stereo unspecified)	1	10	-10	3	2	-6	16	0.1	18	-3	-3
O=C(Cn1nnc(-c2ccccc2)n1)Nc1cccc(S(=O)(=O)N2CCCC2)c1	-11	-1	4	3	0	9	-1	-5.9	6	-10	2
Cc1ccc(-n2c(-c3ccco3)n[nH]c2=S)cc1	11	3	6	6	-7	4	-11	-1.8	-1	0	-6
CS(=O)(=O)c1ccc(C(=O)NCc2ccccc2F)cc1	0	11	3	2	-2	10	-6	-2.3	-6	2	3
CNc1ccccc1C(C)(C)c1cc(-c2cccc(OC)c2)no1	4	nt	17	6	-5	13	4	-1.1	25	-5	32
Cc1ccc(-c2nn3c(C)nnc3c3ccccc23)cc1S(=O)(=O)N1CCN(CCO)CC1	-10	-27	0	11	-5	6	-56	0.1	37	3	-70
COC(=O)Cn1c(=O)c2c(nc3n2CC(C)CN3Cc2ccccc2)n(C)c1=O (stereo unspecified)	1	-6	-3	1	-6	-21	12	-2.5	5	0	-10
CCS(=O)(=O)c1ccc2oc(Nc3ccc(OC)cc3)nc2c1	-48	3	2	2	0	-10	0	-1.8	-13	2	-27
COc1ccc(S(=O)(=O)N2CCOCC2)cc1NC(=O)Cc1ccccc1Cl	-18	-6	-11	-18	1	8	-6	-1.9	-8	0	-9
COc1ccc(CN(C)C(=O)Cn2ccc(N)nc2=O)cc1OC	-26	11	17	-3	-3	-22	-19	-0.6	0	7	-7
O=C(c1cccs1)N1CCN(C2CCCCC2)CC1	-5	-5	-7	1	5	12	-10	0.0	-2	-2	-10
O=S(=O)(Nc1ccc(C(F)(F)F)cc1)c1cnc[nH]1	-6	6	7	10	5	2	-9	-0.7	5	0	4
Cc1cccn2c(=O)c(/C=C(\C#N)S(=O)(=O)c3ccccc3)c(N3CCC(C(N)=O)CC3)nc12	4	-7	0	17	1	10	4	-2.6	9	6	-3
Cn1cc(C(=O)NS(=O)(=O)Nc2ccc(Br)cc2)c2ccccc21	-1	-5	-21	3	-4	10	-11	-0.1	-7	-4	3
CCN(CC)CCCN(Cc1cc2ccc(C)c(C)c2[nH]c1=O)C(=O)NC1CCCCC1	10	-6	-2	1	3	9	-16	-0.8	3	6	-8
CCCC1=C(C(=O)OCC)C(c2cccnc2)n2nc(C)nc2N1 (stereo unspecified)	-5	-11	5	-1	10	4	-23	-1.4	8	8	8
O=C(COC(=O)c1ccco1)Nc1cccc(Br)c1	5	-2	5	-2	3	-7	-12	2.7	-37	1	10
CO/N=C1\CCCc2c(C(=O)NN)sc(SC)c21	2	nt	5	-16	2	-4	12	0.1	-1	3	5
COc1ccccc1NC(=O)CSc1nccn1Cc1ccccc1	6	-4	5	13	3	2	7	-0.1	-10	-7	13
Cc1ccc(Nc2nc(CSc3nnc(-c4ccncc4)n3-c3ccccc3C)cs2)cc1	-23	-6	12	5	-3	22	10	-0.8	-8	0	40*
CCN(CC)CCCOc1nc(C)nc2c1oc1ccccc12	6	0	-6	5	-1	15	-36	-1.1	-10	3	5
NC(=S)N/N=C/c1ccc(-c2ccc([N+](=O)[O-])cc2)o1	-6	8	-6	-9	5	-26	-19	-5.0	45	-19	-31
Cc1cccc(C(=O)NNC(=O)CCn2nnc3ccccc32)c1	-16	4	-15	21	-7	-5	-33	-4.2	21	-1	18
CN(C(=O)CSc1nnc(-c2cccs2)n1N)c1ccccc1	-5	-3	-11	0	2	12	-1	-0.1	-14	0	12
CCCOc1ccc(-c2nnc(-c3ccco3)o2)cc1	-90	-2	28	9	0	-42	-56	0.3	-142	3	-25
Cn1c(=O)c2c(ncn2CC(=O)N/N=C/c2ccco2)n(C)c1=O	6	-1	7	-2	18	16	-8	-0.1	19	1	18
CCCNC(=O)C1(C)CCN(C(=O)c2ccc3ccccc3c2)C1 (stereo unspecified)	-12	nt	nt	11	-12	-15	-21	-0.8	9	-7	-5
O=C(NCc1ccccc1)C1c2ccccc2OCC(=O)N1Cc1ccco1 (stereo unspecified)	nt	nt	nt	nt	-7	nt	-6	nt	-9	1	15
Cc1nn(-c2ncc(C(F)(F)F)cc2Cl)c(=O)n1-c1cccc(Cl)c1	9	1	-3	-1	9	4	-3	-1.5	-4	-8	15
CC(CCOC1=NS(=O)(=O)c2ccccc21)NC(=O)C(=O)Nc1ccccc1 (stereo unspecified)	-42	-4	0	11	-7	-3	15	-1.5	-18	3	-4
COc1ccccc1NC(=S)N(Cc1cccs1)C1CCCC1	-2	-2	0	7	2	9	0	-0.4	4	3	4
COc1ccc(NC(=O)C2CCCN2c2nn3c(=O)cc(C)nc3s2)cc1 (stereo unspecified)	8	-15	1	14	0	3	-15	0.7	-7	-7	3
CCOC(=O)C1CCCN(CC(O)COCc2ccc3c(c2)OCO3)C1 (stereo unspecified)	18	-9	8	-2	-3	-1	12	1.7	5	15	17
C#CCOc1ccc(CNC[C@H]2O[C@@H](n3cnc4c(N)ncnc43)[C@H](O)[C@@H]2O)cc1	4	-4	-5	0	0	8	-17	-2.0	-19	0	11
O=S(=O)(NCc1ccc(Cl)cc1Cl)c1ccc(N2CCOCC2)nc1	-8	-4	-1	-21	-10	12	1	-1.1	5	-2	-22
CCc1ccc(C2CC(c3ccccc3C)n3nc(N)nc3N2)cc1 (stereo unspecified)	-10	1	-3	14	0	11	-42	1.1	-2	12	-8
Cc1ccc(S(=O)(=O)CCC(=O)OCc2cc(=O)oc3cc(C)ccc23)cc1	-3	-7	0	-3	6	16	16	-3.1	-20	-2	2

More structures follow.
SMILES	SRC1 inh	TLR9-MyD88 inh	EBV LMP1 NFkB	MC4R antagonist	NOD2 RIPK2 PPI	SRC3 inh	NCOA2 inhibitor	MC4R ag barr	NR5A2 inv ag	ABHD5-PLIN5 inh	COUP-TFII inh
O=C(CCc1ccccc1F)N1CCN(c2ccc(C(F)(F)F)cn2)CC1	-2	6	3	3	7	-1	25	2.7	-7	-3	14
COc1ccc(CCC(=O)Nc2ccc(S(=O)(=O)N3CCOCC3)cc2)cc1	1	6	-2	-3	-4	-7	-6	-0.9	-4	1	0
COc1cc(CNc2cccc3[nH]c(C(F)(F)F)nc23)cc(OC)c1	-11	4	-2	12	-7	9	-22	-1.5	-10	9	-1
CCNC(=O)NC(=O)C(C)OC(=O)C1CCN(S(=O)(=O)c2ccccc2C(=O)OC)CC1 (stereo unspecified)	7	3	-3	12	1	12	-8	-2.6	12	-2	11
CCOc1ccc(N2C(=O)C3Sc4[nH]c(=O)sc4C(c4ccc(OC)c(OC)c4)C3C2=O)cc1 (stereo unspecified)	4	-3	-2	5	2	15	-7	-1.6	-20	-3	6
O=S(=O)(NCc1cccnc1)c1ccc(Cl)cc1	-10	-7	-17	3	3	2	-2	-0.2	-6	-1	-8

Screens: PubChem BioAssay, several laboratories
